# Bcl-XL Bim block – disrupts Bim peptide binding to human Bcl-XL; Q07817; bead flow cytometry, fluorescence; inhibition, % at 10 µM; hit rate 0.04% among 190,000
# Target sequence (Q07817 whole entry, looked up): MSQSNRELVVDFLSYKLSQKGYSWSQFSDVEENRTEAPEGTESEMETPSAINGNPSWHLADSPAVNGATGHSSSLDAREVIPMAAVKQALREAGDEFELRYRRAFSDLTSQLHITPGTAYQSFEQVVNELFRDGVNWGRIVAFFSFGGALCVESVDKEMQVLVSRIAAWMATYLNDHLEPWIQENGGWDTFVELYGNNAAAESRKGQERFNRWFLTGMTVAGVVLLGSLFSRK
# Rab2 wt GTP – changes GTP binding to wildtype dog Rab2A, up or down. AID 760. GTP binding activity, % at 10 µM. GST-Rab2 wt beads, Bodipy-GTP binding, flow cytometry. hit rate 0.19% among 190,000. P61105;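 active = GTP binding activity at least 20 points away from 100%, either lowered or raised; inconclusive = signal likely due to the compound's own green fluorescence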;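 also: 0% = beads with excess unlabeled GTP and 100% = no-compound control corrected for plate trend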
# Rac1 act GTP bind – modulators of GTP binding to human Rac1 activated mutant; GST-Rac1 activated beads, fluorescent GTP binding, flow cytometry; actives lie on both sides; 100% means binding = to untreated wells; hit rate 0.11% among 190,000; percent activity (GTP binding), % at 10 µM; P63000;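 active = GTP binding at least 20 percentage points away from the 100% baseline, in either direction, so actives lie on both sides; inconclusive = Compound likely fluorescent itself, or too few beads counted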
# Bim-Bfl-1 – disrupts Bim binding to human Bfl-1. Q16548. Bead-based flow cytometry, Bim-Bfl-1 binding inhibition. inhibition, % at 10 µM. hit rate 0.12% among 190,000. AID 1008;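 also: 0% = wells without compound plus tracer and 100% = blocker peptide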
# Rac1 wt GTP bind – modulators of human Rac1 wildtype GTP binding; P63000; GST-Rac1 beads, fluorescent GTP binding, flow cytometry; actives lie on both sides; 0 = cold GTP competed, 100 = untreated; GTP binding activity (% of control), % at 10 µM; hit rate 0.27% among 190,000;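 active = GTP binding activity at least 20 points away from the 100% control level, either lower or higher; inconclusive = compound flagged as likely green fluorescent, judged across all proteins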
# Rab7 wt GTP bind – dog Rab7 wildtype GTP binding, inhibitors and activators. GST-Rab7 beads, fluorescent GTP binding, flow cytometry; actives lie on both sides; untreated = 100%, excess cold GTP = 0%. GTP binding activity (percent of control), % at 10 µM. hit rate 0.055% among 190,000. AID 758;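 active = fluorescent GTP binding to Rab7 beads changed by at least 20 points from the 100% baseline, either direction, mostly lower; inconclusive = compound itself probably fluorescent, or too few beads counted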;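 also: median green fluorescence of bound Bodipy-FL-GTP per Rab7 bead population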
# HRas wt GTP bind – modulators of GTP binding to human HRas wildtype; P01112; GTP binding activity, % at 10 µM; GST-Ras wt beads, Bodipy-FL-GTP binding, flow cytometry; actives lie on both sides; hit rate 0.14% among 190,000;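 active = GTP binding activity at least 20% away from the 100% baseline, either lowered as inhibitor or raised as activator; inconclusive = flagged as likely green fluorescent, judged across all proteins in the well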;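 also: 0% = unlabeled GTP competition control and 100% = no-compound control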
# Target sequence (P01112 whole entry, looked up): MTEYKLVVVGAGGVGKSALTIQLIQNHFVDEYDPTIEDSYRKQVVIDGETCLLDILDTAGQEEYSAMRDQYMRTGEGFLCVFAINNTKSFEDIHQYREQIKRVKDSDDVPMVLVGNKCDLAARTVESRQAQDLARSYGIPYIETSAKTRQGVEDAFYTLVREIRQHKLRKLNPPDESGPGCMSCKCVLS
# Bcl-B Bim block – disrupts Bim peptide binding to human Bcl-B; Q9HD36; bead-based flow cytometry; inhibition, % at 10 µM; hit rate 0.073% among 190,000;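 also: 0% = tracer peptide without compound and 100% = reference inhibitor peptide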
# Target sequence (Q9HD36 whole entry, looked up): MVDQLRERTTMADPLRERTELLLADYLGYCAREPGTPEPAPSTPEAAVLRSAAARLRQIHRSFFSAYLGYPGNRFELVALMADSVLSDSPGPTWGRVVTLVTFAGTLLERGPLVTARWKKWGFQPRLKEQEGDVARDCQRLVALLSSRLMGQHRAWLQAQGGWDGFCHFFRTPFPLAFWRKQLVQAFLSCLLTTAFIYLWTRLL
# Cdc42 wt GTP – human Cdc42 wildtype GTP binding change, either direction | percent activity (GTP binding), % at 10 µM | AID 761 | GST-Cdc42 beads, Bodipy-GTP binding, flow cytometry; actives lie on both sides | hit rate 0.2% among 190,000;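 active = percent activity GTP binding at least 20 points away from the 100% baseline, either down as inhibitor or up as activator; inconclusive = compound flagged as likely green fluorescent from well-wide comparison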;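 also: median bead fluorescence of bound Bodipy-FL-GTP at 100 nM; 0% = excess unlabeled GTP control and 100% = no compound control; below 100% means less GTP binding so inhibitor and above means activator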
# Target sequence (P60953 whole entry, looked up): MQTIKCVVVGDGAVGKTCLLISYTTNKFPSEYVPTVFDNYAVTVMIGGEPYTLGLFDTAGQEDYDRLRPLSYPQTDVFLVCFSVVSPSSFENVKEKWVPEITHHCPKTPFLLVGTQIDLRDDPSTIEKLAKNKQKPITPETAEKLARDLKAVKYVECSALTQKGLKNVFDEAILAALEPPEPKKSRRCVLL
# Bcl-2 Bim block – human Bim-Bcl-2 interaction inhibition; Bead-based flow cytometry, Bim peptide-Bcl-2 binding; inhibition, % at 10 µM; hit rate 0.06% among 190,000; in the data active = inhibition above about 40%; inconclusive = no clear call, values can overlap the other calls;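 also: 0% = no compound wells with probe peptide and 100% = reference peptide inhibitor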
# Bcl-W Bim block – disrupts Bim peptide binding to human Bcl-W; Q92843; bead-based flow cytometry; inhibition, % at 10 µM; hit rate 0.02% among 190,000;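 also: 0% = bound tracer without compound and 100% = peptide blocker; higher means less fluorescent Bim peptide bound to Bcl-W beads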
# Target sequence (Q92843 whole entry, looked up): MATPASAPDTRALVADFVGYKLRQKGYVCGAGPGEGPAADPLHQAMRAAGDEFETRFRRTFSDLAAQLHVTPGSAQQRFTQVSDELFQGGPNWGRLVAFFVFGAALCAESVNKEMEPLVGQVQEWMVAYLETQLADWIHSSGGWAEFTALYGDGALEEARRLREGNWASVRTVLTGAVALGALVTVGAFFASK
# * = called active by the depositor; ? = inconclusive. Rule as the data show it, unless noted: active = inhibition above about 40%.
SMILES,Bcl-XL Bim block,Rab2 wt GTP,Rac1 act GTP bind,Bim-Bfl-1,Rac1 wt GTP bind,Rab7 wt GTP bind,HRas wt GTP bind,Bcl-B Bim block,Cdc42 wt GTP,Bcl-2 Bim block,Bcl-W Bim block
N=C(N)SCc1nc2ccccc2c(=O)n1-c1ccccc1Cl,0,99,98,-2,100,97,98,-2,100,0,-1
CN(C)c1ccc(CNC23CN4CN(CN(C4)C2)C3)cc1,-8,99,100,-16,107,103,103,-10,101,-13,-2
Clc1ccc(C2=CSC3=Nc4cccc5cccc(c45)N23)cc1,-2,92,95,-1,95,97,94,-2,93,-6,-1
Nc1nnc(CC(=O)N/N=C\c2cc([N+](=O)[O-])ccc2O)s1,-7,92,97,-10,96,99,94,-8,97,-4,-3
O=C(Nc1cccc(S(=O)(=O)Nc2ccc(Cl)cc2)c1)c1ccc2c(c1)OCCO2,-5,94,97,-3,97,96,95,-3,102,-1,-3
COC(=O)c1ccccc1NC(=S)NC(=O)COc1ccccc1,-3,95,92,-7,90,97,96,-7,93,-8,-4
Cc1cc(Cl)ccc1NC(=S)N1CCC(C(N)=O)(N2CCCCC2)CC1,-6,97,98,0,106,92,98,-7,100,1,-1
Cc1cc(=O)c2n(Cc3ccc(Cl)cc3)nc[n+]2[nH]1,0,98,94,-12,110,99,103,-4,102,-7,0
COc1ccc(OC)c(N(CC(=O)NCCSc2ccccc2)S(C)(=O)=O)c1,-6,98,97,1,102,98,99,0,101,4,-5
CC(C)(C)N1CSC(=S)N(Cc2ccccc2)C1,-8,98,95,-5,98,105,97,-5,98,0,-4
Cc1ccc(S(=O)(=O)N/N=C2/CC(c3ccccc3)Oc3ccccc32)cc1 (stereo not given),1,105,99,2,101,100,104,0,106,-1,-1
CC(C(=O)N/N=C/c1ccc(N(C)C)c(Br)c1)N(c1ccccc1)S(C)(=O)=O (stereo not given),3,99,95,-1,96,97,97,0,96,-3,0
CCOc1ccc(-n2c(SCC(=O)c3c(N)n(C)c(=O)n(C)c3=O)nnc2-c2cccnc2)cc1,-6,97,99,-2,98,95,97,1,99,-3,-3
Cc1ccc(C)c(N2C(=O)CC(N3CCN(Cc4ccc5c(c4)OCO5)CC3)C2=O)c1 (stereo not given),-2,96,97,-10,99,93,98,-6,98,-4,0
Nc1cccc2cnccc12,0,100,96,-1,97,102,102,-2,102,0,-2
O=c1cc(O)c(-c2ccccc2Cl)c(Cl)[nH]1,-5,101,101,-14,102,99,102,-7,101,-9,1
O=[N+]([O-])c1ccc(/C=N/N=C/c2ccc([N+](=O)[O-])o2)o1,-8,91,90,12,95,91,91,0,92,4,-1
Cc1cc(C)c(OCCCCn2cnc3ccccc3c2=O)c(C)c1,-2,97,99,-7,103,97,100,-7,102,-2,-1
Cc1ccc(-c2nc3ccccc3c(=O)n2CCN2CCOCC2)cc1,-4,99,99,-10,101,99,99,-4,100,-5,2
Cc1cc(=O)[nH]c(N/N=C/c2c(O)n(-c3ccccc3)c(=O)c3ccccc23)n1,-5,83,94,-11,90,93,90,-3,87,-2,-1
CCCNCc1cc(OC)c(OCCC)cc1Cl,-7,100,99,-4,104,95,101,-8,105,1,-5
CCOC(=O)c1c(-c2ccc(C)cc2)csc1NC1=NS(=O)(=O)c2ccccc21,-2,98,97,0,97,94,98,-3,98,-1,0
O=C(NC1CCCC1)c1cccc(Cl)c1,0,98,94,-3,99,96,96,0,95,0,0
Cc1ccc(S(=O)(=O)Nc2cc(C(C(=O)OC(C)C)C(=O)C(F)(F)F)c(O)c3ccccc23)c(C)c1 (stereo not given),-8,90,89,-3,92,93,90,-6,93,-3,-5
O=C(COC(=O)c1ccccc1Nc1ccccc1)NCc1ccccc1,-6,99,100,-2,105,97,100,-3,99,-6,-2
Cc1cc(NC(=O)c2c(Cl)cccc2Cl)no1,-5,94,97,-4,96,93,94,-12,96,0,-4
C=C(C)CNC(=S)N/N=C/c1ccc([N+](=O)[O-])cc1,1,95,96,-5,101,98,96,-1,96,0,0
CCOC(=O)N(C)OC(=O)Nc1ccc(Cl)c(Cl)c1,-10,96,97,-16,95,100,99,-6,95,-9,0
COc1cccc(CNc2ccc([N+](=O)[O-])cc2Cl)c1O,-5,93,94,-1,95,98,93,-3,93,-3,-3
Nc1nc2n(n1)C(c1cccc(Br)c1)CC(c1ccc(F)cc1)N2 (stereo not given),-4,103,99,-9,104,98,100,-10,105,-10,-1
CO/N=C/c1ccc(N2CCN(C(=O)c3ccc(F)cc3)CC2)c([N+](=O)[O-])c1,0,97,99,-3,107,95,100,-2,98,3,-5
COc1ccccc1S(=O)(=O)Cc1ccc(C(=O)NCC2CCCO2)o1 (stereo not given),0,94,97,-5,99,94,94,-6,95,0,0
CN(C)S(=O)(=O)c1ccc2c(c1)nc(CCC(=O)Nc1ccc3c(c1)OCO3)n2C,-4,99,100,0,109,102,103,-5,101,0,-3
CCC(C)(C)NC(=O)CN(Cc1cccs1)C(=O)CNS(=O)(=O)c1ccc(F)cc1,-1,94,95,-4,101,98,98,-2,95,3,0
CCOc1ccc(C(=O)c2cc([N+](=O)[O-])ccc2N2CCOCC2)cc1,-3,102,101,0,104,100,103,-6,105,-2,-2
Cc1noc(C)c1C(=O)N1CC(C)OC(C)C1 (stereo not given),-2,100,99,-12,102,102,100,-8,99,-9,2
COc1ccc(C(=O)NCCc2ccc(F)cc2)cc1OC,0,98,95,-4,97,103,100,0,94,0,1
O=C(O)CC1CCS(=O)(=O)C1 (stereo not given),0,94,94,-6,93,97,96,-2,94,0,0
O=C(NCc1ccc(Cl)cc1)c1ccccc1CCc1ccccc1,-19,96,97,-11,99,98,99,-14,96,-5,-7
COc1ccccc1CN(Cc1nc2ccccc2c(=O)[nH]1)C(=O)Nc1cccc(C)c1,-1,100,99,0,105,100,103,-2,105,1,0
CNC(=O)NC(=O)C(C)OC(=O)CCCc1nc2ccccc2s1 (stereo not given),0,101,97,-1,98,105,98,-1,100,1,0
O=C(C1CCN(S(=O)(=O)c2ccc(Cl)cc2)CC1)N1CCOCC1,-1,101,100,-4,102,101,102,-6,99,-4,3
O=C(c1ccc(N2C(=O)CCC2=O)cc1)N1CCN(c2ccccc2)CC1,0,99,99,-11,102,98,99,-3,100,-9,0
COC(=O)Cc1cc(OC)c(OC)cc1S(=O)(=O)N(C)C,-2,100,95,-4,97,100,100,-6,97,-1,-1
COc1ccc(NC(=O)CCN2CCN(S(=O)(=O)c3cc(Cl)ccc3OC)CC2)cc1,-1,97,101,-9,105,98,100,-5,99,-5,6
O=C(O)CCN1Cc2ccccc2C1=O,0,101,95,-1,98,100,99,5,99,3,-1
COc1ccc(-c2noc(-c3ccc(C)cc3)n2)cc1,-2,100,97,-1,102,100,100,-4,99,0,1
CCC(NC(=O)COc1ccc([N+](=O)[O-])cc1)c1ccccc1 (stereo not given),-2,98,96,-6,98,103,97,-4,95,0,0
O=C(O)c1ccccc1OCCOc1ccccc1C(=O)O,-5,101,100,-9,107,100,102,-5,104,-5,1
Cn1c(=O)c2c(nc(N3CCNCC3)n2Cc2cccc3ccccc23)n(C)c1=O,-2,99,99,3,98,96,97,0,97,0,0
COc1ccc(NC(=S)Nc2ccc(S(N)(=O)=O)cc2)c(OC)c1,-1,103,98,-6,101,103,102,-5,101,-4,-1
Cc1ccc(C(=O)NC2CCN(CC(=O)NCc3cccs3)CC2)cc1,-2,96,97,-4,99,96,96,0,96,-1,2
O=C(COC(=O)CC12CC3CC(CC(C3)C1)C2)Nc1cccnc1Cl,2,95,91,5,95,89,94,1,95,-1,0
CCCNC(=O)c1nc2ncc(Br)cn2n1,6,99,100,-8,102,102,101,-4,102,-5,1
CCOP(=O)(OCC)c1nc(-c2cccc([N+](=O)[O-])c2)oc1N1CCCCC1,0,101,97,-5,102,106,99,-3,101,-3,-2
Clc1ccc(C2=C3CCCCn4c(-c5ccccc5)c[n+](c43)C2)cc1,-1,99,97,0,99,102,100,0,99,1,1
CCOc1ccc(S(=O)(=O)NCc2ccc(Cl)cc2)c2cccnc12,-2,98,98,-1,107,97,100,-1,101,4,0
Cc1nn(C)cc1/C=N/NC(=O)c1ccc2c(c1)OCO2,0,?,?,-1,?,?,?,2,?,0,1
NC(=O)c1ncc(C(F)(F)F)cc1Oc1ccc(C(F)(F)F)cc1,-2,100,100,-11,103,100,102,-8,101,-8,-1
CCCCC(=O)Nc1ccccc1N1CCN(c2ccccc2)CC1,0,100,97,-5,104,99,100,-3,101,-2,-2

# Two records picked at random from the list so far, as already listed:
SMILES,Bcl-XL Bim block,Rab2 wt GTP,Rac1 act GTP bind,Bim-Bfl-1,Rac1 wt GTP bind,Rab7 wt GTP bind,HRas wt GTP bind,Bcl-B Bim block,Cdc42 wt GTP,Bcl-2 Bim block,Bcl-W Bim block
Cc1ccc(C(=O)NC2CCN(CC(=O)NCc3cccs3)CC2)cc1,-2,96,97,-4,99,96,96,0,96,-1,2
Cn1c(=O)c2c(nc(N3CCNCC3)n2Cc2cccc3ccccc23)n(C)c1=O,-2,99,99,3,98,96,97,0,97,0,0

# (continued)
SMILES,Bcl-XL Bim block,Rab2 wt GTP,Rac1 act GTP bind,Bim-Bfl-1,Rac1 wt GTP bind,Rab7 wt GTP bind,HRas wt GTP bind,Bcl-B Bim block,Cdc42 wt GTP,Bcl-2 Bim block,Bcl-W Bim block
Cc1nn(C)cc1/C=N/O,-2,94,94,-5,96,95,96,0,98,-2,0
CCOc1cc(CN2CCN(c3cccc(C(F)(F)F)c3)CC2)ccc1OC,0,101,104,2,112,100,104,0,107,0,0
CN1CCCCc2c1nc1ccccc1c2N (tested in a mixture with another compound),0,107,104,0,106,102,107,0,107,-1,-1
CC(C)CN(C(=O)COC(=O)c1ccccc1Sc1ccccc1C#N)C1CCS(=O)(=O)C1 (stereo not given),-1,97,100,0,104,104,102,-8,100,0,-1
Cc1nc2ccc(S(=O)(=O)Nc3cc(-c4nc5cccnc5s4)ccc3C)cc2s1,-3,99,96,1,104,102,101,0,98,3,0
COc1ccc(CN2CCNC(=O)C2CC(=O)O)c(OC)c1 (stereo not given),-1,102,103,-5,113,103,101,-5,106,-6,-1
CCOc1ccc(C2c3[nH]c4ccccc4c3CCN2CCCn2cccn2)cc1 (stereo not given),-3,100,96,-7,102,108,99,-2,100,-8,-2
O=C(Nc1ccc2nc(-c3cccs3)c(-c3cccs3)nc2c1)NC1CC1,8,90,95,14,97,91,94,-10,92,24,16
Cc1ccccc1CNC(=O)Cc1cccs1,1,94,98,-5,104,97,99,-4,99,-4,1
CCN(CC)C(=O)CSc1nc(-c2cccs2)cc(-c2cccs2)c1C#N,-7,99,99,15,98,97,99,-41,99,3,1
COc1ccc(-n2cnnc2SCC(=O)Nc2nc(C)c(Cl)cc2Cl)cc1,-11,99,99,-13,107,101,100,-7,100,-11,-6
CC(=O)Nc1cccc(Cl)c1C(=O)O,1,95,96,-1,95,95,98,0,99,0,-1
COc1ccc(-c2nnc(SCC(=O)N3CCN(c4ccccc4)CC3)o2)cc1OC,-2,100,97,0,105,102,103,-3,101,-2,-3

# Rows are unselected. About 0.62% of those tested had a hit in this group.
